Mito fusion act: inhibitors of mitochondrial division or activators of mitochondrial fusion; S. cerevisiae fusion-defective mutant growth rescue, CellTiterGlo 48 h; Potency, µM (titrated, usually from 46.1 µM), for inactives: top-dose growth rescue (activation), hits mostly activators; 320,000 compounds, 0.23% hits;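 further: potency means the concentration at half of the fitted maximal effect; % of control where 0% means no effect; nearly all actives have a fitted effect of over 45% in size; temperature-sensitive fusion mutants such as fzo1-1 at 37 °C on non-fermentable ethanol glycerol medium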
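Read-out: ATP-based luminescence (CellTiterGlo, 10 min ambient) reporting growth of fusion-defective ts yeast after 48 hours at 37C on glycerol/ethanol YPEG medium in the presence of compound.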
Menin-MLL TR inh: inhibitors of human menin-MLL interaction, mutant MLL peptide | AID 1768 | Menin + Texas Red MLL mutant peptide, fluorescence polarization | 270,000 compounds, 0.23% hits | Potency, µM (top dose mostly 61.6 µM), without a hit: at the highest dose FP activity change, negative = inhibition, most hits filed as inhibitors; active means well fitted inhibition curve with a large enough effect in the polarisation, with a control signal flat, not every such curve was filed as active; inconclusive means small, poorly fitted or top-dose-only effect, or effect the other way, or a change in a side signal; inactive means no such curve, though single readings can be large or run the other way; the % refers to the polarisation; further: potency means the concentration at half of the fitted maximal effect; % of control where 0% means no effect; many of its hits are not listed in these tables
USP2a block: blocks human ubiquitin-specific protease USP2a. O75604. USP2 core, Ub-CHOP2 coupled fluorogenic reporter, 485/531. Potency, µM (top dose mostly 38.3 µM), inactives show at the top dose activity change, negative = inhibition, usual class: inhibitors. 330,000 compounds, 0.01% hits. AID 463254;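 further: potency means the concentration at half of the fitted maximal effect; plate controls were DMSO wells for no effect and full inhibition by NEM control for full effect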
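Deubiquitinase activity read as fluorescence (485/531 nm) after Ub-CHOP2 cleavage activates the enterokinase reporter on its substrate; USP2 core 10nM, Ub-CHOP2 and substrate 25nM each, 30min compound preincubation then 60min RT; data normalized to NEM, curves fitted.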
S-ASM inh: inhibitors of human secretory acid sphingomyelinase; placental ASM, HMU-PC fluorogenic substrate, 60 min; Potency, µM (series often up to 57.5 µM), inactives show top-dose activity change, negative = inhibition, actives largely listed as inhibitors; 340,000 compounds, 0.006% hits; further: potency means the concentration at half of the fitted maximal effect
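Human placenta-derived ASM enzyme was preincubated with compound for 10 minutes at room temperature, then given fluorogenic substrate HMU-PC0 (9 uM final) for 60 minutes at 37 °C; a pH 10 stop preceded fluorescence reading at Ex 386/Em 447 nm.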
MBNL1-CUG inh: MBNL1-poly(CUG) RNA binding inhibition; AID 2675; Potency, µM (top dose mostly 57.5 µM), inactives show top-dose activity change, negative = inhibition, most hits filed as inhibitors; Q9NR56; 280,000 compounds, 0.036% hits; TR-FRET MBNL1-His/biotin-(CUG)12 binding, 665/545 ratio; active means well fitted inhibition curve with a large enough effect in the signal ratio, with a control signal flat, not every such curve was filed as active; inconclusive means small, poorly fitted or top-dose-only effect, or effect the other way, or a change in a side signal; inactive means no such curve, though single readings can be large or run the other way; the % refers to the signal ratio; further: potency means the concentration at half of the fitted maximal effect; on the % scale 0 is the no-effect control and ±100 the full control effect
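His-tagged MBNL1 binding to biotinylated (CUG)12 RNA was measured by TR-FRET using terbium anti-His antibody (0.055 ng/ul final) and streptavidin-XL665 (5 nM final). Compounds were titrated 92 nM to 58 uM; 60 min at room temperature.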
BCR signal inh: blocks chronic active B-cell receptor signaling. Potency, µM (doses to about 46.1 µM), for inactives: at the highest dose ratio change, negative = lower green/red ratio, actives largely listed as inhibitors. ABC-DLBCL IkBa-CBG/CBR reporter, luminescence ratio, 4 h. 340,000 compounds, 0.05% hits; active means well fitted inhibition curve with a large enough effect in the signal ratio, with a control signal flat, not every such curve was filed as active; inconclusive means small, poorly fitted or top-dose-only effect, or effect the other way, or a change in a side signal; the % refers to the signal ratio;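 further: potency means the concentration at half of the fitted maximal effect; plate controls were basal doxycycline-induced cells for no effect and cells given 10 µM MG132 for full effect; MG132 reads +100%, hits lower the ratio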
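Compounds up to 46 uM were incubated four hours with TMD8 cells whose green CBG68 luciferase is fused to IkappaBalpha; red CBR luminescence normalised the signal, and concentration-effect curves were fitted to fusion, red and ratio data.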
TSHR antagonist: antagonists of human thyroid stimulating hormone receptor. P16473. TSHR-expressing cells, TSH-stimulated cAMP HTRF, 2 h; stronger effect = lower value. activity change, negative = inhibition, % at 11.5 µM. AID 504810. 330,000 compounds, 0.2% hits;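 active means activity change below a set negative limit, meaning inhibition stronger than a set level, cut at about -70% in these data; inconclusive means activity change between two set negative limits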; further: on the % scale 0 is the no-effect control and ±100 the full control effect
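TSHR-expressing cells, 200/well, pre-treated with compound, then stimulated with EC80 TSH (4nM final) for 2 hours at 37 deg C. cAMP measured by competitive HTRF: anti-cAMP cryptate antibody in lysis buffer plus cAMP-d2, read after 30 minutes at room temperature.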
GALK inhibitor: inhibitors of human galactokinase; Purified GALK, Kinase-Glo residual ATP luminescence; Potency, µM (highest dose often 57.5 µM), without a hit: at the top dose activity change, negative = inhibition, usual class: inhibitors; 270,000 compounds, 0.007% hits; further: potency means the concentration at half of the fitted maximal effect; on the % scale 0 is the no-effect control and ±100 the full control effect
Target sequence (P51570 whole entry, looked up): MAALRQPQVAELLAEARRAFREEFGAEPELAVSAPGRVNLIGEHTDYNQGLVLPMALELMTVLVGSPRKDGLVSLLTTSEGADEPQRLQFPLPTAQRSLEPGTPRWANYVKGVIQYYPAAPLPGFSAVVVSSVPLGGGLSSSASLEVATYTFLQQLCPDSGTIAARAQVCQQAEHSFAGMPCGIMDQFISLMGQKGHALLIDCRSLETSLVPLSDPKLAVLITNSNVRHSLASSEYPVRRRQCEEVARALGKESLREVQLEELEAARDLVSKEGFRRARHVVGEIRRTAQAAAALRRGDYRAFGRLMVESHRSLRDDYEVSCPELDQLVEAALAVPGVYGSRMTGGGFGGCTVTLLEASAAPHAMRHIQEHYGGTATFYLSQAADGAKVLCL
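Luminescence from leftover ATP (Ultra-Glo luciferase/luciferin) served as read-out after a 1 h room-temperature reaction of 5 nM GALK with 35 uM ATP and 100 uM galactose.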
hERG WT inh: KCNH2 (human, wildtype) channel inhibition; AID 720551; 340,000 compounds, 0.37% hits; activity change, % at 1.84 µM; U2OS, BacMam KCNH2, thallium flux FluxOr; stronger effect = lower value; Q12809;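 active means maximum activity change below -70%; inconclusive means maximum activity change between -70% and -50%; inactive means maximum activity change above -50%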; further: on the % scale 0 is the no-effect control and ±100 the full control effect
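U2OS cells transduced with wild-type KCNH2 virus are loaded with FluxOr dye for 45 min, and thallium flux is measured in kinetic reads before and after stimulation buffer. Rate constants are normalized to DMSO controls.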
PKM2 act: activators of human pyruvate kinase M2; 260,000 compounds, 0.34% hits; Potency, µM (highest dose often 57.5 µM), without a hit: at the top dose activation, hits mostly activators; purified PKM2, Kinase-Glo ATP luminescence, activation; response scale: 0% is enzyme alone, no compound; further: potency means the concentration at half of the fitted maximal effect; on the % scale 0 is the no-effect control and ±100 the full control effect; nearly all actives have a fitted effect of over 55% in size
Target sequence (P14618 whole entry, looked up): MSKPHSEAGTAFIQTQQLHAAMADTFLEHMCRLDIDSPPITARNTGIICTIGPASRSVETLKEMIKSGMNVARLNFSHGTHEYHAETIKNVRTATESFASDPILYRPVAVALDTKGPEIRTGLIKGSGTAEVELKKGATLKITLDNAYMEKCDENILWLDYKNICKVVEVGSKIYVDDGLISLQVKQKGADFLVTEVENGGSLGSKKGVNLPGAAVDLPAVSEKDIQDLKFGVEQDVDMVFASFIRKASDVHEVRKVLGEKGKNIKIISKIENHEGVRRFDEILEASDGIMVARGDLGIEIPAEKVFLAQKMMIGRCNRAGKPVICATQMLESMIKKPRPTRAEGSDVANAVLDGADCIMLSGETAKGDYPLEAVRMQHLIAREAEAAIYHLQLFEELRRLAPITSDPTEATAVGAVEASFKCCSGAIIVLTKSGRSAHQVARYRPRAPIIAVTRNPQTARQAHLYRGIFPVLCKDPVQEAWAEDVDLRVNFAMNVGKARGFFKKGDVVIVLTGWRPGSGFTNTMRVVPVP
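Purified hPK-M2 (>95% pure) converted ADP (0.1 mM final) to ATP with 0.5 mM PEP in 50 mM imidazole pH7.2, KCl, MgCl2, Tween 20, BSA; 1 h at room temperature. ATP detected by Kinase-Glo luminescence.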
Eya2 inh: inhibitors of human Eya2 phosphatase activity | Potency, µM (top dose mostly 76.9 µM), for the others: top-dose activity, negative = inhibition, most hits filed as inhibitors | 330,000 compounds, 0.006% hits | O00167 | recombinant Eya2, OMFP fluorescence dephosphorylation (OMFP is methylfluorescein phosphate); further: potency means the concentration at half of the fitted maximal effect; on the % scale 0 is the no-effect control and ±100 the full control effect
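Eya2 protein (added as 0.2 uM solution) was preincubated with compound for 10 min at ambient temperature in 50 mM HEPES pH 7.5, 50 mM NaCl, 5 uM MgCl2, 0.05% BSA, 1 mM DTT. OMFP (added at 50 uM) then reacted 10 min; fluorescence read at 485/525 nm.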
* marks the source's active call; other numbers are inactive results; i = inactive; ? = inconclusive; . = not tested or not shown; [ ] = remark or other dose. Unless noted, the call rests on the fitted dose curve; in most records, active means well fitted curve in the direction sought with a large enough effect; inconclusive means small, poorly fitted or top-dose-only effect, or another doubt; inactive means no such curve, though single readings can be large; an effect the other way counts as inactive or inconclusive. These rows are one share of the data; count on the stated rates, not on these rows.

SMILES	Mito fusion act	Menin-MLL TR inh	USP2a block	S-ASM inh	MBNL1-CUG inh	BCR signal inh	TSHR antagonist	GALK inhibitor	hERG WT inh	PKM2 act	Eya2 inh
C=CCn1c(COc2ccccc2)nnc1SCC(=O)C(C)(C)C	5%	-24%	0%	2%	-2%	?	6	-1%	4	-6%	15%
COc1ccc([C@H]2CC(=O)C=C(c3cc(Cl)ccc3C)C2)cc1	?	.	-2%	-7%	.	?	-5	.	2	.	-20%
C[C@H](NC(=O)c1nc[nH]c1C(=O)NCc1ccc(CNC(=O)OC(C)(C)C)cc1)C(=O)OCc1ccccc1	.	.	-18%	-5%	.	?	-1	.	-24	.	0%
N/C(=N\OC(=O)/C=C/c1ccccc1Cl)c1cccnc1	13%	.	-1%	-4%	?	?	-10	4%	-1	-5%	-9%
Cc1nn(-c2ccccc2)c(N)c1N=Nc1ccc(Cl)cc1	-6%	?	0%	-22%	16%	-24%	-38	-5%	-7	6%	-17%
CN=C1SC(CC(=O)Nc2ccccc2F)C(=O)N1/N=C/c1ccc(O)c(OC)c1 (configuration not stated)	1%	23%	0%	71%[activator]	-24%	?	15	0%	-14	5%	5%
FC(F)(F)c1ccccc1CN1CCC(Cc2ccccc2)CC1	-3%	-14%	-2%	-2%	-9%	0%	-2	1%	8	-4%	?
CCCN1CCN(c2nc3c([nH]2)c(=N)ncn3CC(O)CO)CC1 (configuration not stated)	-1%	-11%	0%	-3%	3%	-2%	17	1%	1	-1%	-20%
C#CCSc1nc(N)c2c(n1)OC(N)=C(C#N)C2c1cccnc1 (configuration not stated)	-4%	-17%	12%	1%	-1%	-1%	1	-3%	i	9%	-9%
C=Cn1c(N2CCOCC2)nc2c1c(=O)[nH]c(=O)n2C	2%	0%	2%	2%	-13%	?	7	0%	9	0%	-6%

In the list so far, these contain fluorine.
SMILES	Mito fusion act	Menin-MLL TR inh	USP2a block	S-ASM inh	MBNL1-CUG inh	BCR signal inh	TSHR antagonist	GALK inhibitor	hERG WT inh	PKM2 act	Eya2 inh
CN=C1SC(CC(=O)Nc2ccccc2F)C(=O)N1/N=C/c1ccc(O)c(OC)c1 (configuration not stated)	1%	23%	0%	71%[activator]	-24%	?	15	0%	-14	5%	5%
FC(F)(F)c1ccccc1CN1CCC(Cc2ccccc2)CC1	-3%	-14%	-2%	-2%	-9%	0%	-2	1%	8	-4%	?

(list continues)
SMILES	Mito fusion act	Menin-MLL TR inh	USP2a block	S-ASM inh	MBNL1-CUG inh	BCR signal inh	TSHR antagonist	GALK inhibitor	hERG WT inh	PKM2 act	Eya2 inh
CCOc1ccc(Cl)cc1S(=O)(=O)N1CCN(c2ccc(C)c(C)c2)CC1	0%	3%	3%	-1%	0%	?	-6	-2%	6	-3%	15%
CCOCCCNS(=O)(=O)c1ccc(NC(=O)C2CC(=O)N(c3ccc(C)cc3)C2)cc1 (configuration not stated)	-5%	5%	4%	-3%	-3%	1%	4	0%	-8	-2%	-9%
CCOC(=O)c1cn(CC2CC2)c2cc(F)c(F)cc2c1=O	17%	14%	1%	-3%	-7%	4%	-6	-1%	-2	-1%	0%
Clc1cccc(Cl)c1COc1ccccc1CNn1cnnc1	-1%[9.22 µM]	-11%	0%	-3%	-15%	?	-13	-2%	-19	?	12%
Cc1cccc(Cc2ncc(C(F)(F)F)cc2Cl)c1	3%	26%	-1%	-2%	19%	0%	-2	-2%	3	.	-23%
COc1ccc(NC(=O)c2cccc(NC(=O)C(C)C)c2)c([N+](=O)[O-])c1	-12%	-1%	-2%	-4%	?	-1%	-5	1%	-11	-9%	-2%
CCOC(=O)c1cnn(-c2ccc(F)cc2)c1N	1%	10%	2%	2%	-7%	0%	-12	7%	2	1%	-4%
CCCn1c(=N)c(S(=O)(=O)c2ccccc2)cc2c(=O)n3ccccc3nc21	-5%	.	6%	21%	.	-1%	-15	-2%	9	2%	-2%
COC(=O)CC1(C(=O)OC)Oc2ccc(Br)cc2C(=O)N1c1cccc(Cl)c1Cl (configuration not stated)	10%	.	-1%	1%	-4%	?	-16	1%	-5	0%	-11%
CCOC(=O)c1c(CN2CCCCC2)n(C)c2ccc(OC)c(S(=O)(=O)c3ccccc3)c12	-5%	-8%	3%	0%	-15%	-1%	-3	-1%	6	1%	15%
CC(C)(C)Cc1nnc(NC(=O)c2ccco2)s1	3%	2%	1%	3%	-9%	?	20	-7%	34	-2%	10%
CN(C(=O)C1CCOC1)c1nnc(-c2ccccn2)s1 (configuration not stated)	2%	5%	3%	-1%	-6%	?	7	-1%	4	-1%	2%
COc1ccc(S(=O)(=O)n2cnc3ccccc32)cc1	0%	0%	0%	-1%	-3%	2%	6	2%	-8	3%	-1%
C/C=C/c1ccc(OCC(=O)N(C)CC(=O)Nc2ccc(F)cc2)c(OC)c1	-4%	.	0%	-2%	.	-17%	-8	.	0	.	-7%
CCOC(=O)C1CCN(Cc2ccc(OCc3ccccc3)cc2)CC1	-3%	-17%	4%	6%	-8%	?	2	-2%	7	0%	-1%
COCc1ccc(C(=O)N2CCCC(Nc3ccc4c(c3)OCCO4)C2)o1 (configuration not stated)	-10%	-7%	2%	2%	-4%	-1%	-15	-1%	4	-4%	-6%
CCOc1ccc(S(=O)(=O)N(CC(=O)NC2CCCCC2C)Cc2ccco2)cc1 (configuration not stated)	10%	-4%	-1%	-3%	0%	-3%	9	1%	57	-3%	-5%
O=C(NCc1cccs1)C1CCCN1S(=O)(=O)c1ccccc1F (configuration not stated)	1%	4%	0%	-2%	19%	1%	8	4%	-3	-7%	-5%
COc1cccc(C(=O)Nc2ccc3c(C)cc(=O)oc3c2)c1	-1%	1%	0%	20%	29%	?	1	-3%	-14	3%	-16%
C=CCn1c(C)cc(C(=O)COC(=O)c2cncc(Br)c2)c1C	10%	.	0%	-3%	.	1%	-1	.	4	.	-3%
Cc1cc(C)cc(C(=O)OCC(=O)NCc2cccs2)c1	6%	5%	3%	-2%	-7%	-9%	20	2%	2	-2%	-2%
O=C(Oc1ccc2ccc(=O)oc2c1)c1ccco1	-1%	.	2%	i	33%[activator]	3%	-13	-4%	-15	3%	10%
O=C(O)C1NCCc2ccccc21 (configuration not stated)	-3%	-1%	0%	4%	-1%	0%	-1	-4%	4	-5%	-3%
C[C@H](CO)N1C[C@H](C)[C@@H](CN(C)S(=O)(=O)c2ccc(F)cc2)Oc2c(NC(=O)Nc3ccc4c(c3)OCO4)cccc2C1=O	.	.	-5%	-16%	.	1%	-4	.	-4	.	-13%
COc1ccc(-c2sc3ccc(N4CCOCC4)cc3c2C#CCO)cc1	.	.	2%	34%	.	-2%	-50	.	12	.	5%
Cn1nc(C(=O)N2CCc3ccccc3C2)c2ccccc2c1=O	2%	.	2%	-1%	-2%	-1%	12	0%	11	13%	21%
COc1ccc(NC(=O)CCS(=O)(=O)c2ccc(Cl)cc2)cc1	-4%	19%	0%	2%	-1%	-3%	2	4%	12	.	?
CCOc1ccccc1N(C(=O)c1ccccc1Cl)C1=NC(C)(C)CS1	11%	-17%	0%	-1%	-6%	-1%	-8	4%	-4	3%	7%
CC(=O)c1ccc(OC(=O)CN2C(=O)c3ccccc3C2=O)cc1	6%	-1%	-1%	-1%	?	2%	-3	.	-11	.	-2%

Bioassay records from PubChem BioAssay.
